GPR151 activ: activators of human GPR151, primary screen, cell-based, PathHunter beta-arrestin, luminescence | PathHunter beta-arrestin GPR151 cells | activation, % at 11.2 µM | 1% of 650,000 active | AID 1508602, 2020; in the data active means activation above about 4.9%;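 further: 0% = median of compound wells and 100% = cells with positive control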
MITF inh: MITF inhibitors, primary screen, biochemical, AlphaScreen, human | Microphthalmia-associated transcription factor (Homo sapiens), O75030 | AlphaScreen MITF homodimerization, bead proximity signal | inhibition, % at 2.6 µM | 0.91% of 650,000 active; in the data active means inhibition above about 50%;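 further: 0% = vehicle wells with protein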
TEAD-YAP inh: TEAD-YAP interaction inhibition, primary screen, TEAD-YAP interaction inhibitor project, luminescence, HEK-TIYL cells; TEAD-Gal4/YAP UAS-luciferase luminescence; 1.4% of 640,000 active; inhibition, % at 9.12 µM; AID 1259422, 2018; in the data active means inhibition above about 32%;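 further: 0% = median of test compound wells and 100% = reference inhibitor wells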
FBW7 activator: FBW7 E3 ligase activators, primary screen, biochemical, AlphaScreen, human | F-box/WD repeat-containing protein 7 (Homo sapiens), Q969H0 | AlphaScreen FBW7–phospho-cyclin E peptide binding, activator screen | normalized activity (activation), % at 26.1 µM | 0.13% of 650,000 active | AID 1259310, 2017; in the data active means normalized activity above about 1.9%;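 further: purified mutant Fbw7 with reduced substrate affinity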
Target sequence (Q969H0 whole entry, looked up): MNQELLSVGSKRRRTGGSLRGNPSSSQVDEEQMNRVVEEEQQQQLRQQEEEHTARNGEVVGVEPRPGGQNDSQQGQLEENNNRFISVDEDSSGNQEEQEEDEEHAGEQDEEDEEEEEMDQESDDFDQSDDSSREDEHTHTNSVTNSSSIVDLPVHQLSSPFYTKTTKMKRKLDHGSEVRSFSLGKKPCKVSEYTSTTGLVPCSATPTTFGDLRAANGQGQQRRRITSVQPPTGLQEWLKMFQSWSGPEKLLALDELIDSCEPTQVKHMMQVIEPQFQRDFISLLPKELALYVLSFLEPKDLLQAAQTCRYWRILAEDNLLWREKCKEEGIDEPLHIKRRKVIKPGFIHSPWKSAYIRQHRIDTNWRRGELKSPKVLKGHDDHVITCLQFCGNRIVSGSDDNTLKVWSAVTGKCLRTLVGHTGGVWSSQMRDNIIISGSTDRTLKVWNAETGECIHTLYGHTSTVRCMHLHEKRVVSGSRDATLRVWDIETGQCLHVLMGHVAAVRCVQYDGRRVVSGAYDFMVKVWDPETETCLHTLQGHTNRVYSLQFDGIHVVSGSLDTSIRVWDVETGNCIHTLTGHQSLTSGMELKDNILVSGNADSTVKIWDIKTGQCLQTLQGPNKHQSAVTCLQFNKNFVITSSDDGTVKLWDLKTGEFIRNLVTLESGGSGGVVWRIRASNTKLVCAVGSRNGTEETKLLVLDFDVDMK
Active calls of the source: *. Not a hit list (roughly 3.4% active in at least one column).

A first look:
molecule | GPR151 activ | MITF inh | TEAD-YAP inh | FBW7 activator
COc1cc2nc(Nc3nc4ccccc4n3C)nc(NCCCN3CCCC3=O)c2cc1OC | -2.3 | 0.2 | -5.6 | -0.1
O=C(N/N=C/C1=C(N2CCOCC2)C(=C/c2ccc(Cl)cc2)/CC1)c1ccn[nH]1 | 0.6 | 7.6 | -1.0 | 0.0
O=C(Nc1cccc(Cl)c1)Nc1nnc(C2CCCC2)s1 | 0.1 | 1.4 | -70.0 | -0.2
Cc1ccc(C)c(NC(=O)CCC(=O)NNC(=O)c2cccs2)c1 | -1.5 | -4.3 | 4.2 | 0.1

The list itself (from the top)
molecule | GPR151 activ | MITF inh | TEAD-YAP inh | FBW7 activator
COc1cc2nc(Nc3nc4ccccc4n3C)nc(NCCCN3CCCC3=O)c2cc1OC | -2.3 | 0.2 | -5.6 | -0.1
O=C(N/N=C/C1=C(N2CCOCC2)C(=C/c2ccc(Cl)cc2)/CC1)c1ccn[nH]1 | 0.6 | 7.6 | -1.0 | 0.0
O=C(Nc1cccc(Cl)c1)Nc1nnc(C2CCCC2)s1 | 0.1 | 1.4 | -70.0 | -0.2
Cc1ccc(C)c(NC(=O)CCC(=O)NNC(=O)c2cccs2)c1 | -1.5 | -4.3 | 4.2 | 0.1
CN1CCN(C(=O)c2ccc3c(=O)n(Cc4ccco4)c(=S)[nH]c3c2)CC1 | -0.4 | -1.1 | -9.2 | -0.3
CCN(CCNC(=O)c1cc(C)nn1-c1ccccc1)c1ccccc1 | 7.9* | 13.2 | -5.5 | 0.1
CCCCOc1ccc(/C=C/c2nc3ccccc3c(=O)n2-c2ccc(C)c(C)c2)cc1 | 0.2 | -6.0 | 5.5 | -0.2
CC(=O)c1c(C)[nH]c(C(=O)N2CCn3c2nc2ccccc23)c1C | 1.0 | 2.1 | -2.6 | -0.1
COc1ccccc1NC(=O)Cn1c(C)nc2ccc(NC(=O)C3CCCCC3)cc2c1=O | 0.8 | 1.0 | 7.0 | -0.1
COc1ccc(OCCCCCNCCO)cc1 | -1.9 | -6.8 | -15.7 | 0.0
Cc1cc(C)c(OCCN2CCOCC2)c(C)c1 | 0.3 | 2.9 | -0.8 | -0.3
CCOC(=O)c1ccc(N2C(=O)c3ccc(Oc4ccc(NC(C)=O)cc4)cc3C2=O)cc1 | 1.3 | 1.1 | 7.9 | -0.1
CCOC(=O)C(C)C(=O)NC(=O)c1ccc([N+](=O)[O-])cc1 (configuration not stated) | -0.6 | 0.6 | 2.3 | 0.4
CN(C)c1ccc(NC(=O)c2cc(-c3ccccc3Cl)nc3ccccc23)cc1 | -1.5 | 13.3 | 9.2 | -0.1
Cc1cc(C(=O)N2CC3(C)CC2CC(C)(C)C3)on1 (configuration not stated) | 0.6 | -1.1 | 6.6 | 0.0
Cc1nc2ccccn2c1C(=O)NCc1cc(Cl)cc(Cl)c1 | 4.2 | -3.0 | -4.0 | 0.1
Cc1nc(C)n(-c2ccc(Nc3nccc(-c4cc(F)cc(-c5c(C)noc5C)c4)n3)cc2)n1 | 0.7 | 7.7 | 29.5 | -0.3
O=C1Nc2ccc(S(=O)(=O)Nc3cccc4c([N+](=O)[O-])cccc34)c3cccc1c23 | -1.1 | 16.0 | 6.0 | 0.1
Nn1c(SCC(=O)Nc2cccc(Br)c2)nnc1-c1ccccc1 | -0.5 | 6.3 | 9.1 | 0.1
NS(=O)(=O)c1ccc(CNC(=S)Nc2cccc(C(F)(F)F)c2)cc1 | 0.5 | 12.9 | 7.2 | 0.5
Cc1ccc(NC(=O)COC(=O)c2ccccc2SCC2(C)NC(=O)NC2=O)cc1 (configuration not stated) | 1.8 | 2.2 | -6.8 | 0.2
COCCn1c(C)cc(C=C2C(=O)NC(=S)NC2=O)c1C | -2.0 | 19.9 | 12.0 | 0.3
CCOc1cc(CNCc2ccccn2)ccc1OCC(=O)NC(C)(C)C | -1.3 | 25.8 | 0.0 | 0.4
CCc1ccc(/C=C2\SC(=O)N(CC(=O)NCC(=O)O)C2=O)cc1 | -2.1 | -16.9 | 12.9 | 0.2
COc1ccc(NC(=O)c2cc(C(=O)Nc3ccc(OC)cc3OC)cc([N+](=O)[O-])c2)c(OC)c1 | 0.7 | 4.7 | -3.8 | -0.3
Cc1ccc2cccc(S(=O)(=O)N3CCN(c4ccccc4F)CC3)c2n1 | -1.3 | 5.7 | -4.6 | -0.1
O=c1[nH]c2ccc(Br)cc2c(-c2ccccc2)c1-c1cc(-c2ccccc2)c2cc(Br)ccc2n1 | -1.2 | -0.7 | 6.8 | -0.1
O=C1c2ccccc2C(=O)N1OCC[n+]1ccc2ccccc2c1 | -0.5 | 16.4 | 0.9 | 0.2
CNC(=O)[C@@H]1C[C@H](NCc2ccc(F)c(F)c2)CN1C(C)C | 0.5 | 1.7 | 1.7 | -0.1
O=C(Cc1ccccc1)N/N=C/c1cccc2cccnc12 | 1.5 | 43.5 | 14.0 | -0.7
N#CC1=C(N)Oc2n[nH]c(-c3ccccc3)c2C1c1ccc2c(c1[N+](=O)[O-])OCO2 (configuration not stated) | -0.9 | 4.1 | -5.7 | -0.1
OC(/N=C(\c1ccccc1)N1CCOCC1)C(Cl)(Cl)Cl (configuration not stated) | 0.1 | -4.2 | 2.0 | 0.0
O=C(N[C@H]1C[C@H]2C(=O)N[C@@H](Cc3ccc(Cl)cc3)C(=O)N2C1)Oc1ccc(F)cc1 | 1.4 | 3.4 | 15.1 | 0.1
Nc1nc(Nc2ccc3c(c2)OCO3)cc(Nc2nccc3ccccc23)n1 | -1.1 | 10.5 | 36.5* | -0.1
O=C(COc1ccc(Cl)cc1Cl)NNC(=O)Nc1ccccc1 | 0.1 | 16.2 | -10.6 | 1.3
CCOC(=O)c1c(NC(=O)COc2ccccc2)sc(C(=O)Nc2cc(C)ccc2C)c1C | -0.7 | 0.9 | -8.2 | -0.1
Cc1nc(NCc2ccoc2)sc1-c1ccn(-c2ccccc2)n1 | 1.8 | -1.1 | -9.3 | -0.2
CSc1nnc(C)c(=O)n1COC(=O)COc1ccc2ccccc2c1 | -1.8 | 17.6 | 8.2 | 0.5
COc1ccccc1N1CCN(S(=O)(=O)CCNC(=O)c2ccccc2C)CC1 | 0.9 | 9.4 | -2.3 | 0.2
FC(F)(F)c1ccccc1CN1CCN(Cc2cccnc2)CC1 | 0.9 | 83.1* | -1.1 | 0.1
CCOC(=O)N1CCN(C(=O)c2ccc3c(=O)n(Cc4cccc(Br)c4)c(=S)[nH]c3c2)CC1 | -1.4 | 24.4 | 1.2 | 0.1
N#Cc1c2n(c3c(=O)n(CC(=O)c4ccc(Cl)cc4)cnc13)CCCCC2 | -0.1 | 14.5 | -13.3 | 0.2
Cc1[nH]c(=O)[nH]c(=O)c1S(=O)(=O)N1CCCC(C(=O)NC2CCCCC2)C1 (configuration not stated) | 0.5 | 20.5 | -6.1 | 0.5
Cc1ccccc1-n1c(SCC(=O)NC2CCCCNC2=O)nc2[nH]ncc2c1=O (configuration not stated) | -0.4 | -3.8 | 8.8 | 0.0
Cc1ccc(-c2cc(C(F)(F)F)n3ncc(C(=O)Nc4ccc5c(c4)CCC5)c3n2)cc1 | 2.4 | 12.7 | 10.4 | 0.0
C=CCn1c(CSc2ccccc2)nnc1SCC(=O)c1ccc(Cl)cc1 | -1.6 | 15.0 | 7.0 | 0.0
CC(=O)c1ccc(Nc2nc(-c3ccccc3)cs2)cc1 | -0.7 | 5.7 | -31.4 | 0.1
Cc1ccc(/C(O)=C/C(=O)C(=O)Nc2ccccc2)cc1 | -0.1 | 6.0 | 8.6 | 0.0
Cc1ccc(OCC(=O)NCc2cccnc2)cc1C | 0.0 | -7.5 | 0.9 | 0.0
CN(C)CN1C(=O)S/C(=C/c2ccccc2F)C1=O | -2.2 | -0.3 | -21.4 | 0.2
CCc1ccc(NC(=O)c2ccc(F)c(S(=O)(=O)N3CCOCC3)c2)cc1 | 0.3 | 0.7 | -4.2 | 0.1
CC(Cc1ccccc1)NC(=O)C1CCC(C)(C(=O)O)C1(C)C (configuration not stated) | -0.7 | -0.3 | 7.2 | -0.2
Clc1ccc(-c2cn3c4ccccc4nc3n2CCCNC2CCCCC2)cc1 | 2.7 | -17.1 | -12.6 | 3.1*
OCC1OC(Oc2cccc(Cl)c2)C(O)C(O)C1O (configuration not stated) | 1.9 | -8.8 | 0.1 | -0.1
CCC[C@@H]1NC(=O)[C@@H]2C[C@H](NC(=O)Nc3ccc(CC)cc3)CN2C1=O | -0.7 | 10.5 | -3.5 | -0.1
O=c1c2sccc2nc(SCc2cc(=O)n3cc(Cl)ccc3n2)n1CCCN1CCCCC1 | -0.9 | 1.0 | -7.6 | 0.0
CC1(C)CC(NCc2cccnc2)c2cccn21 (configuration not stated) | -0.2 | 19.5 | -0.1 | 0.5
O=S(=O)(c1ccc(N2CCOCC2)nc1)N1CCC(c2ncccn2)CC1 | -0.9 | 8.8 | -0.8 | -0.2
Cc1nc2ccccc2nc1N/N=C/c1ccc(F)cc1 | -1.4 | 3.7 | 12.5 | 0.2
O=C(COC(=O)C1CCC(=O)N1)NCc1ccc2c(c1)OCO2 (configuration not stated) | -1.0 | -14.2 | 0.2 | -0.3

More results follow:
molecule | GPR151 activ | MITF inh | TEAD-YAP inh | FBW7 activator
COCC1CCCCN1C(=O)c1cc(COc2cc(C)ccc2C)on1 (configuration not stated) | -0.5 | 7.2 | -60.1 | -0.1
O=c1c2ccccc2cnn1Cc1n[nH]c(=S)n1-c1ccccc1Cl | -0.4 | -3.4 | -6.8 | 0.0
COc1ccc(NC(=O)c2c(NCc3ccc(C)o3)sc3c2CCCC3)cc1 | 1.7 | 10.1 | -7.9 | -0.3
Cc1ccc(Cn2c(NCCCO)nc3c2c(=O)n(C)c(=O)n3C)cc1 | 0.0 | -5.7 | 5.1 | 0.2
O=C1NC(=O)N(C2CCCCC2)C(=O)/C1=C\c1ccc(C(=O)O)cc1 | -0.7 | -11.2 | 6.0 | -0.4
O=S(=O)(c1ccc(-n2cncn2)c(NC(=S)Nc2ccccc2)c1)N1CCOCC1 | -1.9 | 22.5 | -7.3 | 0.5
Cc1nc2ccc(S(=O)(=O)NC(CC(C)C)C(=O)O)cc2s1 (configuration not stated) | -0.8 | -3.1 | -10.5 | 0.1
Cc1ccc(CNC(=O)CSc2nccc(C)n2)cc1 | -0.9 | -5.2 | -14.6 | -0.1
Cc1ccc2c(c1)N(CC(=O)N1CCN(C3CCCC3)CC1)C(=O)CO2 | 0.0 | -4.2 | 0.8 | -0.1
COc1ccc(OC(C)C(=O)Nc2ccc([N+](=O)[O-])cc2)cc1 (configuration not stated) | -1.1 | 12.9 | 0.0 | 0.1
CN1CCN(CCOc2ccc(Cl)c(Cl)c2)CC1 | 0.2 | 68.8* | -18.9 | 0.3
Cc1ccc(N(CC(=O)N(C)C)S(=O)(=O)c2ccc(C)cc2)cc1 | -0.5 | -6.3 | 4.5 | 0.0
CC1CCc2c(sc3[nH]c(=S)n(C)c(=O)c23)C1 (configuration not stated) | -0.8 | -7.9 | -14.7 | 0.1
O=C(CSc1nnc(-c2ccco2)o1)Nc1nnc(-c2cccs2)s1 | -0.5 | -2.3 | -3.1 | -0.9
Cn1nccc1C(=O)NCC1CCC2(CCN(Cc3ccsc3)CC2)O1 (configuration not stated) | 0.6 | -0.5 | 1.2 | 0.1
COc1ccc(NC(=O)Cc2coc3ccc4ccccc4c23)c(OC)c1 | -0.5 | 5.0 | 6.0 | 0.3
CC1=C(C(=O)OCc2ccccc2)C(c2cccc(O)c2)C2=C(CC(c3ccc(Cl)cc3)CC2=O)N1 (configuration not stated) | 0.7 | -10.2 | 3.2 | 0.2
COc1cccc(C(=O)Nn2c(C)nc3ccccc3c2=O)c1 | -1.4 | 6.7 | -1.5 | 0.2
CCc1ccc(NC(=O)CSc2nc(=O)n(CCN(CC)CC)c3c2CCC3)cc1 | -0.5 | 25.8 | 4.4 | 0.2
O=C(CCC(=O)OCC(=O)c1ccc(Br)cc1)OCC(=O)c1ccc(Br)cc1 | 1.5 | 6.7 | -1.4 | 0.0
Cn1c(=O)c2c(nc(SCC(=O)Nc3ccc(OC(F)(F)F)cc3)n2Cc2cccc(Cl)c2)n(C)c1=O | 2.9 | 3.5 | 2.9 | 0.0

Entries of single compounds from above. Values in the order: GPR151 activ	MITF inh	TEAD-YAP inh	FBW7 activator
Shown for Cc1nc2ccc(S(=O)(=O)NC(CC(C)C)C(=O)O)cc2s1 (configuration not stated) → -0.8	-3.1	-10.5	0.1
Shown for COCC1CCCCN1C(=O)c1cc(COc2cc(C)ccc2C)on1 (configuration not stated) → -0.5	7.2	-60.1	-0.1
Shown for Cc1ccc(CNC(=O)CSc2nccc(C)n2)cc1 → -0.9	-5.2	-14.6	-0.1

Screens as filed in PubChem BioAssay.
